# Screening data deposited in PubChem by several laboratories.
# NPY-Y1 PAM-ag: NPY-Y1 receptor potentiators or agonists, primary screen, cell-based. AID 1304, 2008. Neuropeptide Y receptor type 1 (Homo sapiens), P25929. NPY-Y1 expressing cells, potentiator/agonist activation. 220,000 compounds, 0.37% hits. activation, % at 3.6 µM; in the data active means activation above about 33%, passing the limit was not always enough;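 further: cells stimulated with NPY at EC10 then isoproterenol at EC100; 0% = low agonist plus stimulus and 100% = saturating agonist plus stimulus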
# NPY Y1 blocker: NPY-Y1 receptor antagonists, primary screen, cell-based; HEK293-CNG Y1 cells, membrane potential fluorescence; NPY at EC95, then isoproterenol; inhibition, % at 3.6 µM; AID 1040, 2008; Neuropeptide Y receptor type 1 (Homo sapiens), P25929; 200,000 compounds, 1% hits;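 active means inhibition above the campaign mean inhibition of all tested compounds plus 3 SD, cut at about 20% in these data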;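 further: 0% = DMSO wells given NPY plus isoproterenol and 100% = isoproterenol alone without NPY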
#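 System: HEK293 cells with Y1 receptor plus CNG channel / Probe or stimulus: NPY 25 nM then isoproterenol 1 µM plus Ro 20-1724 25 µM / Compound: one concentration, 3.6 µM, in 0.4% DMSO / Schedule: compound incubation 1 h at room temperature, readout 45 min post-stimulation / Measured by: membrane potential fluorescence / Read-out: % inhibition of NPY effect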
# S1P4 agonist: S1P4 receptor agonists, primary screen, cell-based; Sphingosine 1-phosphate receptor 4 (Homo sapiens), O95977; S1P4-expressing cell line, agonist reporter assay; activation, % at 4.98 µM; 220,000 compounds, 0.35% hits; AID 1509, 2009; in the data active means activation above about 11%;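 further: 0% = DMSO vehicle and 100% = reference agonist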
# Target sequence (O95977 whole entry, looked up): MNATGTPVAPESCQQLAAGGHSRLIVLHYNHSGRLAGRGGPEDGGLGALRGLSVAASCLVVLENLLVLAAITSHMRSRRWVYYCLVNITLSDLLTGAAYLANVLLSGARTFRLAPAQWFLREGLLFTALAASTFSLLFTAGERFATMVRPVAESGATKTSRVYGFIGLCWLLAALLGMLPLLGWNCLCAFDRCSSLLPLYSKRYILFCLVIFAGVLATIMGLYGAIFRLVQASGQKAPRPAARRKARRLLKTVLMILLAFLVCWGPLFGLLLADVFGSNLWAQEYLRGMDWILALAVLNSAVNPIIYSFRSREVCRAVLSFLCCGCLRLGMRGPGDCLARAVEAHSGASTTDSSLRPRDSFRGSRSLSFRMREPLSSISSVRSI
# Ba/F3 V617F tox: reduced viability of JAK2V617F-dependent Ba/F3 cells, primary screen, JAK2V617F inhibitor project, cell-based, Ba/F3 EpoR-JAK2V617F, luminescence; ATP luminescence; inhibition, % at 5.6 µM; 220,000 compounds, 1.1% hits;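 active means inhibition above the campaign mean plus 3 SD over all tested compounds, cut at about 24% in these data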;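 further: cytokine-independent growth of Ba/F3 cells driven by EpoR plus mutant JAK2; 0% = DMSO-treated cells and 100% = JAK inhibitor I control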
# p47phox inh: p47phox/p22phox peptide binding inhibitors, primary screen, biochemical, uHTS, NADPH oxidase regulatory subunit | Neutrophil cytosol factor 1 (Homo sapiens), P14598 | fluorescence polarization, 2 h | inhibition, % at 24.7 µM | 220,000 compounds, 0.53% hits | AID 1274, 2008;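 active means inhibition above about 30%, limit read from the data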;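 further: 0% = p47phox with labelled peptide and 100% = labelled peptide alone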
# NPY-Y2 PAM-ag: NPY-Y2 potentiators or agonists, primary screen, cell-based. AID 1359, 2008. 220,000 compounds, 0.45% hits. Neuropeptide Y receptor type 2 (Homo sapiens), P49146. activation, % at 3.6 µM. cells expressing NPY-Y2, potentiator/agonist read-out; in the data active means activation above about 27%;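 further: cells stimulated with NPY near EC25 plus isoproterenol at EC100; 0% = vehicle plus submaximal agonist and 100% = vehicle plus saturating agonist; some results beyond the cut were filed as inactive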
# Target sequence (P49146 whole entry, looked up): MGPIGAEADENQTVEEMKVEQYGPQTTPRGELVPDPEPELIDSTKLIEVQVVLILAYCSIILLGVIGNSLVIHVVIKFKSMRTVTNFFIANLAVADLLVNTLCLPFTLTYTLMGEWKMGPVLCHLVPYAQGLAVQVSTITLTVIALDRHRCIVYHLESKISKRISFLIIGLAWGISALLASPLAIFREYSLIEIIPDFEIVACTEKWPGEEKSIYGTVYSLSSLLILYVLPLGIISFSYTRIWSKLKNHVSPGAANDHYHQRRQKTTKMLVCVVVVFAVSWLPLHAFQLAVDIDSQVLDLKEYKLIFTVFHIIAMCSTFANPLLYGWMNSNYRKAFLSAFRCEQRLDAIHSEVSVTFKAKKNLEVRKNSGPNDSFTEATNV
# BaF3 tox: parental Ba/F3 cell viability inhibition, counter-screen for JAK2V617F inhibitor project, murine pro-B, CellTiter-Glo luminescence. inhibition, % at 5.6 µM. CellTiter-Glo ATP luminescence. 220,000 compounds, 1.1% hits;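 active means inhibition above a per-campaign cutoff, the mean inhibition of all tested compounds plus 3 SD, cut at about 27% in these data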;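 further: 0% = DMSO wells and 100% = JAK Inhibitor I control wells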
# S1P4 antag: S1P4 receptor antagonists, primary screen, cell-based | S1P4-expressing cells, antagonist mode, reporter read-out | inhibition, % at 4.98 µM | 220,000 compounds, 0.26% hits; in the data active means inhibition above about 29%;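 further: 0% = wells stimulated with agonist and 100% = vehicle wells without agonist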
# CHOP inhibitor: inhibitors of CHOP promoter induction, primary screen, cell-based, unfolded protein response, luciferase reporter; 220,000 compounds, 3.8% hits; inhibition, % at 10 µM; CHO-K1 CHOP-promoter luciferase, tunicamycin-induced, 15-18 h; AID 2732, 2010;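 active means compounds that reduced the stress-induced luciferase reporter signal by more than about 70% of percent inhibition, limit read from the data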;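 further: 0% = tunicamycin plus vehicle and 100% = wells without tunicamycin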
# * marks the source's active call; other numbers are inactive results; . = no result given.
SMILES,NPY-Y1 PAM-ag,NPY Y1 blocker,S1P4 agonist,Ba/F3 V617F tox,p47phox inh,NPY-Y2 PAM-ag,BaF3 tox,S1P4 antag,CHOP inhibitor
COCc1cc(C)nc(N2CCNCC2)c1C#N,-23,5,2.0,-4,-13,-17,-3,-11,12
Cc1nc(N2CCOCC2)nc(N2CCCC2)c1[N+](=O)[O-],-10,0,0.3,3,-1,2,5,-6,8
Cc1cc(=O)[nH]c(-c2cccs2)n1,0,.,2.6,-1,-11,6,2,1,2
Cc1ccc(-n2nnnc2Sc2ccc(S(=O)(=O)NCCN(C)C)cc2[N+](=O)[O-])cc1,20,7,2.9,96*,-6,11,68*,49*,9
O=C(O)CCCCCN1C(=O)C2CCCCC2C1=O (stereo not given),-5,5,0.3,-2,-4,14,0,-16,13
Cn1c(O)c(N=Nc2nc(-c3ccccc3)cs2)c2ccccc21,7,3,1.1,-2,-9,13,5,-15,2
O=C(Oc1ccccc1O)c1cccc2ccccc12,15,-2,0.1,-2,-5,-1,1,-5,39
Cc1cccc(/C=c2\s/c(=C\C(=O)C(C)(C)C)[nH]c2=O)c1,-23,10,1.4,1,-17,-23,3,-14,19
COc1ccc(OC)c(C(=O)/C=C/c2ccccc2C(F)(F)F)c1,-16,12,-0.1,-1,-11,-16,-3,-2,10
COC(=O)C(NC(=O)c1ccccc1)(Nc1nccs1)C(F)(F)F (stereo not given),-20,2,0.0,-1,-8,1,2,-2,16
COc1ccc(F)cc1C(=O)C1CCCN(C(=O)CCN2CCCCO2)C1 (stereo not given),-2,-3,0.2,4,2,-4,11,4,-12
NC(N)=NS(=O)(=O)c1ccc(NC(=S)NC(=O)c2ccc(Br)cc2)cc1,-10,4,-0.1,-2,-2,-7,0,-3,3
CC(=O)Nc1ccc(NC(=O)CSC2=NCCS2)cc1,2,-10,1.5,0,-16,23,6,1,38
Cc1cc(=O)oc2cc(OCCCC[n+]3ccccc3)ccc12,16,.,-0.1,-2,-10,9,-1,0,7
O=C(O)c1ccccc1C(=O)c1ccc(Cl)cc1,-7,.,1.7,0,-2,-22,-3,11,11
CC(=O)Nc1nc2ccc(Br)cc2s1,41,-9,0.8,-1,-9,29,3,-8,36
O=C(N/N=C/c1ccc(O)cc1O)c1ccc(CN2C(=O)c3cccc4cccc2c34)cc1,5,5,1.0,19,-51,1,5,-6,60
Cc1ccc(-c2nc3ccccc3[nH]2)s1,-1,0,0.8,10,-4,-11,14,-7,-22
COC(=O)CC1C(=O)NCCN1C(=O)Nc1cccc(Cl)c1 (stereo not given),-17,10,1.0,4,-2,-6,10,-7,-4
O=C(COC(=O)CCCNC(=O)c1ccc(Cl)cc1)NCc1ccccc1Cl,-9,5,0.0,3,-6,-27,5,-18,20
COc1cc(C(=O)Oc2cccc(Nc3ncnc4ccccc34)c2)cc(OC)c1OC,-10,-5,0.2,-3,-9,2,-1,-34,92*
CCC(C)/C(C)=N/NC(=O)CSc1nc2ccccc2[nH]1 (stereo not given),-16,4,0.2,-1,-8,-6,4,4,3
O=C1CC(c2ccc3c(c2)OCO3)C2=C(CCCC2=O)N1 (stereo not given),-9,-5,-0.4,-1,-4,3,2,-7,12
COc1cc(OC)c(OC)cc1/C=C/c1cc(C(=O)O)c2ccccc2n1,8,6,-0.7,0,-11,-3,10,3,11
O=S(=O)(N1CCCCCC1)N1CCN(S(=O)(=O)N2CCCCC2)CC1,-19,-1,7.3,2,2,-13,0,15,-7
COc1cc(/C=C(\C#N)C(=O)c2c(C)[nH]c3ccccc23)cc(OC)c1OC,-2,2,-0.7,2,-9,16,0,-12,12
O=C(CSc1nnc(-c2ccc(Cl)cc2Cl)n1C1CCCCC1)N1CCCC1,4,-2,1.7,-2,-7,0,4,-5,47
O=C(Nc1ccc(C(F)(F)F)cc1)C1CC(=O)N(c2ccc3c(c2)OCCO3)C1 (stereo not given),-6,8,-1.6,-3,-20,0,2,-23,38
CCOC(=O)c1c(NC(=O)COC(=O)c2cc(OC)c(OC)cc2[N+](=O)[O-])sc(C)c1C,1,3,17*,-3,-22,-6,0,-8,27
N#Cc1cc(Sc2ccccn2)c([N+](=O)[O-])cc1C#N,5,-2,-0.5,3,-12,12,-5,-14,-5
COc1cc(-c2nc(CN3CCCN(C(=O)c4ccco4)CC3)c(C)o2)ccc1F,-9,-2,-0.4,1,-11,-19,13,-15,7
Cc1cc(N2CCCCC2)nc(-c2ccc(Br)cc2)n1,-8,3,2.5,2,-8,1,7,1,39
O=c1c2cc3c(cc2[nH]c(=S)n1Cc1ccco1)OCO3,-6,-3,0.3,0,2,-16,-2,3,-43
Cc1ccc(N2C(=O)c3n[nH]c(C)c3C2c2cccnc2)cc1 (stereo not given),-2,4,1.5,-3,-9,5,1,-17,37
Cc1ccc2c(c1C)OC(=O)CC2(C)C,-8,3,-0.5,-3,-18,12,2,-21,-6
C/C(=N\NC(=O)c1cc(-c2cccc([N+](=O)[O-])c2)n[nH]1)c1ccccc1O,6,3,-2.6,-1,16,1,4,-3,94*
COc1c(O)c(O)c2oc(-c3ccccc3)cc(=O)c2c1OC,-21,0,1.1,2,-8,-15,-2,6,33
CS(=O)(=O)c1ccc2nc(NC(=O)c3cccs3)sc2c1,8,2,1.1,6,-8,-9,10,-15,12
CCNC(=O)CC1SC(=Nc2cccc(Cl)c2C)N(C)C1=O (stereo not given),-14,6,1.7,1,-11,-10,2,6,18
CCC(=O)Nc1c(S(=O)(=O)c2ccccc2)c2nc3ccccc3nc2n1Cc1ccccc1,-11,5,0.0,-1,-11,-18,8,-14,38

# Retrieved by compound from the list above, 3 records:
SMILES,NPY-Y1 PAM-ag,NPY Y1 blocker,S1P4 agonist,Ba/F3 V617F tox,p47phox inh,NPY-Y2 PAM-ag,BaF3 tox,S1P4 antag,CHOP inhibitor
CCNC(=O)CC1SC(=Nc2cccc(Cl)c2C)N(C)C1=O (stereo not given),-14,6,1.7,1,-11,-10,2,6,18
Cc1cc(N2CCCCC2)nc(-c2ccc(Br)cc2)n1,-8,3,2.5,2,-8,1,7,1,39
Cc1ccc2c(c1C)OC(=O)CC2(C)C,-8,3,-0.5,-3,-18,12,2,-21,-6

# The results go on:
SMILES,NPY-Y1 PAM-ag,NPY Y1 blocker,S1P4 agonist,Ba/F3 V617F tox,p47phox inh,NPY-Y2 PAM-ag,BaF3 tox,S1P4 antag,CHOP inhibitor
Cc1cc(C)n2cc(CSc3nnc(-c4ccccc4)o3)nc2n1,-42,4,0.8,1,-12,-12,4,-23,30
O=C(COC(=O)Cc1ccccc1[N+](=O)[O-])NC1CCCC1,-21,-3,0.9,3,1,-5,1,-11,15
Cc1sc(NC(=O)CSc2nc(N)n(CC(=O)c3ccccc3)n2)c(C#N)c1C,6,6,-0.6,0,-28,2,0,12,30
Clc1ccc(-c2csc(N3CCN(c4ccccc4)CC3)n2)cc1,-1,4,1.2,-4,-13,3,4,2,35
Cc1ccc2cc3c(NC(=O)C4CCCO4)nn(CC(C)C)c3nc2c1 (stereo not given),13,2,3.2,0,-12,10,4,2,41
CCCN(CCC)C1=CC(=[N+]2CCCC2)CC(C)(C)C1,-21,34*,1.1,88*,-1,16,72*,-4,20
CCC(CC)C(=O)N1N=C(c2ccc(NS(C)(=O)=O)cc2)CC1c1ccccc1 (stereo not given),11,.,1.8,1,-15,6,0,-4,45
N#Cc1cc2c(nc1Cl)CCCC2,4,5,-1.0,-7,-4,7,0,-12,18
CNC(=O)N(O)C1N(NC(=O)Nc2ccccc2)C(=S)SC1(C)C (stereo not given),-32,10,0.4,1,.,-6,3,-16,.
Cc1ccccc1Cn1cnc2c(oc3ccccc32)c1=O,-9,6,0.6,-1,-5,5,2,0,-13
Cc1nnc(SCc2nnc(-c3ccccc3Br)o2)n1-c1ccccc1,-12,0,0.1,-4,3,1,1,-16,28
Cc1nn(-c2ccc(F)cc2)c(C)c1NS(=O)(=O)c1ccc2ccccc2c1,17,-1,1.6,0,-4,-13,4,-5,-5
CC(C(=O)Nc1ccccc1Oc1ccccc1)c1ccccc1 (stereo not given),8,2,1.6,4,-5,-1,9,-11,45
Cc1cc(SCC(=O)Nc2ccccc2C)nc(C)n1,-3,-8,0.1,0,-8,-1,0,-6,-4
COc1ccc(N2Cc3cccc(C(=O)NC(C)CCc4ccco4)c3C2=O)cc1 (stereo not given),-2,4,2.5,-3,-36,-12,3,-14,50
CCc1ccc2c(c1)cc(CN(C(=S)Nc1cccc(C)c1)C1CC1)c1nnnn12,4,10,-2.2,-4,-4,8,4,4,48
O=C(NCC1(c2ccccc2)CCCC1)c1cccc(Br)c1,-3,-4,-0.1,0,-10,-16,0,-29,-6
O=C(CN1CCN(c2ccccn2)CC1)Nc1cccc(S(=O)(=O)N2CCCC2)c1,4,1,0.7,-6,-10,-1,2,-13,-8
O=C(O)C1C(c2ccccc2)C(C(=O)Oc2ccc(O)cc2)C1c1ccccc1 (stereo not given),-4,-1,-1.9,-4,-15,-2,-1,-1,4
CCc1cc2c(=O)c(-c3nc4ccccc4n3C)c(C)oc2c(CN2CCN(C)CC2)c1O,-13,-2,0.1,4,-10,-16,7,-4,29
O=c1c2ccc([N+](=O)[O-])c3cccc(c32)c2nc3ccccc3n12,-10,4,0.8,4,4,1,6,-4,5
Cc1noc(C)c1Cc1ccc(O)cc1,16,-1,-3.7,2,-2,-5,2,-25,12
Cc1ncn(C23CC4CC(CC(O)(C4)C2)C3)n1,5,-4,1.5,1,1,-8,2,-3,-14
CCOc1ccc2nc(SCC(=O)c3cccs3)sc2c1,-49,12,-4.3,1,1,-15,7,-13,18
Cc1ccc(C(=O)Oc2ccc(Cl)c3cccnc23)cc1[N+](=O)[O-],1,3,-1.1,2,7,-6,8,-7,-5
COc1cccc(Nc2nc(-c3cccc(N4C(=O)c5ccccc5C4=O)c3)cs2)c1,1,-1,-0.1,3,-13,-11,3,-11,-33
O=C(Nc1nc2c(Br)cc(Br)cc2c(=O)s1)c1ccco1,0,.,1.6,-1,-6,-14,1,-10,5
CC(C)N(Cc1nc(-c2ccccc2)no1)C(=O)c1ccc(Cl)cc1,-18,12,0.9,0,59*,-11,6,-8,61
COc1ccc(CC(=O)NNC(=O)c2ccoc2C)cc1OC,-9,1,-1.3,-3,-6,6,-1,-38,1
CC1=NC(C)(C)Cc2c(C)cccc21,-1,-1,1.2,-2,.,-8,4,-7,30
COc1ccc(CC(=O)OCc2cc(=O)n3cc(Br)ccc3n2)cc1OC,2,-4,1.9,-3,-14,2,2,-9,28
CN(C(=O)c1sc2nc(N3CCOCC3)c3c(c2c1N)CCCC3)c1ccccc1,-9,4,0.4,5,1,-14,12,-15,42
Cc1sc2ncnc(Nc3ccc(N4CCOCC4)cc3)c2c1-c1ccccc1,-5,5,-1.1,-1,-25,2,9,-8,43
CCOC(=O)CC1=Nc2ccccc2NC(=O)C1,11,2,0.7,5,-5,-2,1,-15,-14
